Screening results from PubChem BioAssay.
ERp5 inh: blocks human ERp5 reductase activity on insulin; ERp5 insulin aggregation, absorbance 650 nm, 90 min; inhibition, % at 9.99 µM; actives 0.05% (n = 350,000); AID 651711;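 active = mean replicate inhibition above about 25%, with every replicate also reaching it, limit read from the data, passing the limit was not always enough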
Target sequence (Q15084 whole entry, looked up): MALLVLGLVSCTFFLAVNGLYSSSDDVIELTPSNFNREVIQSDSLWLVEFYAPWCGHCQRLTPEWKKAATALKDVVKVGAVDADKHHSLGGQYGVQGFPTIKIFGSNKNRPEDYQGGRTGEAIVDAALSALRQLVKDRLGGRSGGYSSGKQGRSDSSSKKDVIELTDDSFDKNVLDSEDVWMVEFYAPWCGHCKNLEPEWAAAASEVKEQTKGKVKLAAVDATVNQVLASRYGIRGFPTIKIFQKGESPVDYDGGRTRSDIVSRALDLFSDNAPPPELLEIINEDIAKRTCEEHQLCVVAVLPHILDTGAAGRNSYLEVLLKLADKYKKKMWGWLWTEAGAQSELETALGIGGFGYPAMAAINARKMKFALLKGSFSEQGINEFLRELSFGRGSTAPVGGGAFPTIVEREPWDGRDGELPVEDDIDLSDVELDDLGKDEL
RAD54 branch: RAD54 (human) branch migration inhibition. Q92698. RAD54 Holliday junction branch migration, FAM/BHQ fluorescence. inhibition, % at 10.4 µM. actives 0.14% (n = 360,000). AID 602329;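 active = mean normalized replicate activity at least 40 and at least half of replicates scoring 40 or more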;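 note: 0% = median of neutral control wells and 100% = median of positive control wells; inhibitors cause a drop in the FAM fluorescence signal; in these data hits start at about 50%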
RAD52 inh: inhibitors of human RAD52 DNA annealing; P43351; recombinant RAD52 DNA annealing, FRET fluorescence; inhibition, % at 18.7 µM; actives 0.46% (n = 360,000);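 active = every replicate showing at least 50% inhibition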
Target sequence (P43351 whole entry, looked up): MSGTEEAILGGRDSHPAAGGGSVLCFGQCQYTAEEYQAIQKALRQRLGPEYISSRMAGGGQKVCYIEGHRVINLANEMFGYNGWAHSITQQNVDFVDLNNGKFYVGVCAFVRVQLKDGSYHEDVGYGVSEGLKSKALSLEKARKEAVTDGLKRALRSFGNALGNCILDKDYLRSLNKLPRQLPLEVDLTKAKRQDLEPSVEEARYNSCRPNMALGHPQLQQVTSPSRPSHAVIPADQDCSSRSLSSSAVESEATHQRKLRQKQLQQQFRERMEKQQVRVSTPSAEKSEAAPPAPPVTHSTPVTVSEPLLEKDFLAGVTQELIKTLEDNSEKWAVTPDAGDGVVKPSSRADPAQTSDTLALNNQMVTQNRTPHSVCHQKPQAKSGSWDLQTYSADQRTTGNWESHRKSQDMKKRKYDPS
PglD inh: blocks C. jejuni PglD acetyltransferase activity; purified PglD enzyme, DTNB colorimetric CoA detection; actives 0.098% (n = 360,000); inhibition, % at 12.5 µM; in the data active = inhibition above about 16%, passing the limit was not always enough; note: strong numbers were not always called active
CASP6 VEID inh: inhibitors of human caspase-6; P55212; purified caspase-6, Z-VEID-R110 cleavage fluorescence; inhibition, % at 12.5 µM; actives 0.53% (n = 350,000);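 active = mean inhibition across replicates at least about 35%, with every replicate also reaching that limit, limit read from the data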;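 note: 0% = median of neutral control wells and 100% = no fluorescence left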
ARNT-TACC3 inh: disrupts binding between human ARNT and TACC3. Q9Y6A5. AlphaScreen His-ARNT PAS-B/GST-TACC3 binding, luminescence; TACC3 fragment carries E629A point mutation. actives 0.66% (n = 390,000). inhibition, % at 9.99 µM;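 active = mean inhibition of replicates at least 50% and at least half of replicates each reaching 50%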;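 note: 0% = complete ARNT plus TACC3 wells and 100% = ARNT alone without TACC3; many hits fall short of the cut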
E-selectin induc: E-selectin induction on HUVECs. actives 0.37% (n = 260,000). HUVEC E-selectin immunofluorescence imaging; normalized: neutral wells 0, TNF-alpha wells 100. P16581. activation, % at 7.58 µM;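 active = mean E-selectin-positive cell signal at least 10% of the positive control, reached in at least 60% of replicates, without over 20% cell loss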;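 note: in these data hits start at about 27%; measured in HUVEC primary endothelial cells; signal is the percent of cells scored E-selectin positive by PE staining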
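Read-out basis: % PE-positive cells; Test system: HUVEC primary endothelial cells; Technique: immunofluorescence imaging; Dosing: single-point compound dose.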
esBAF inh: SWI/SNF esBAF complex inhibition; mouse ES cells, Bmi1-luciferase knock-in reporter, 24 h; 100% = twice the neutral-well signal; reporter increase, % at 12.5 µM; actives 2% (n = 350,000); in the data active = activation above about 40%;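 note: 0% = median of the plate's neutral control wells and 100% = double that signal; a rise in the Bmi1 reporter signal indicates esBAF inhibition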
The depositor's hits bear a star; . = no result given. An unsorted share of the library; about 3.2% have a hit in one of these screens.

Value order: PglD inh	RAD54 branch	RAD52 inh	ERp5 inh	ARNT-TACC3 inh	E-selectin induc	esBAF inh	CASP6 VEID inh
- CCn1c(=O)c2c(n3cnnc13)-c1ccccc1CC21CCCCC1
  5.5	-5.5	.	.	-3.3	.	-1.0	.
- O=C(OCCN=C1NS(=O)(=O)c2ccccc21)c1cccs1
  .	.	-5.8	-1.3	-2.8	.	.	-4.6
- COc1cccc(-c2sc3ccc(OC)cc3c2-c2ccc(OCCN3CCCCC3)cc2)c1
  -1.1	4.5	.	.	11.0	.	-13.6	.
- Cc1ccc(S(=O)(=O)Nc2cccc3c2O[C@@H](CN(C)Cc2ccc(C(=O)O)cc2)[C@@H](C)CN([C@@H](C)CO)C3=O)cc1
  -2.5	9.3	-15.4	-1.9	-5.4	0.0	-0.3	1.5
- Cc1ccc(N(CC(=O)NC(C)C)C(=O)CCC(=O)Nc2nccs2)cc1C
  9.4	9.5	-9.4	-0.6	-2.1	-0.2	6.4	.
- COc1cccc(C(=O)c2sc(NC(C)C)nc2N)c1
  5.5	9.8	.	.	1.0	.	17.0	.
- O=C(Nc1ccc(F)cc1)c1nn(-c2ccccc2)c(=O)cc1Cl
  .	.	1.4	-4.4	4.3	.	.	2.7
- Cc1nc2ccc3nc(NC(=O)C4COc5ccccc5O4)sc3c2s1 (centres undefined)
  3.0	0.3	-16.7	0.2	2.2	1.1	12.2	-1.8
- S=C(NCc1ccco1)Nc1ccc(Br)cn1
  2.8	6.0	-97.3	-3.0	-2.2	2.0	2.6	-0.6
- CCCNC(=S)N1CCC(C(=O)c2ccc(Cl)cc2)CC1
  1.7	0.7	-3.7	-3.5	5.2	0.0	-11.2	0.2
- CCOc1ccccc1NC(=O)c1nnn(CC(=O)Nc2cc(C)cc(C)c2)c1N
  -3.9	7.6	-12.3	3.6	-8.6	.	-5.7	0.1
- O=C(CN1CCOCC1)N[C@@H]1CC[C@@H](CCNC(=O)Nc2cc(F)ccc2F)O[C@H]1CO
  -2.7	4.2	11.2	6.8	-3.8	0.4	2.8	1.9
- O=C(C[C@@H]1CC[C@@H](NC(=O)CC2CC2)[C@@H](CO)O1)NCC(F)(F)F
  -3.9	3.0	22.2	-3.3	-14.5	0.0	0.8	8.7
- O=C(C[C@@H]1C[C@H]2c3cc(NC(=O)NC4CCCC4)ccc3O[C@H]2[C@@H](CO)O1)NCc1ccc(Oc2ccccc2)cc1
  -0.1	-0.5	-5.3	3.7	-9.0	1.0	3.3	-2.4
- O=C(NCCCN1CCOCC1)c1cc2c(s1)CCC2
  3.5	1.1	.	.	4.1	.	8.0	.
- CC1(C)C[C@@H](O)[C@]2(C)CC[C@]3(C)C(=CCC4[C@@]5(C)CC[C@H](O)[C@](C)(CO)C5CC[C@]43C)[C@@H]2C1 (some centres undefined)
  -1.9	11.4	-3.4	5.0	-6.3	.	-12.6	-2.7
- CCOC(=O)C1(C)CCCN1C(=O)c1cc(F)ccc1C (centres undefined)
  0.6	-2.3	-10.8	-2.0	.	-0.1	3.5	-1.8
- C[C@@H]1CCCCO[C@@H](CN(C)S(=O)(=O)c2ccccc2)[C@@H](C)CN([C@H](C)CO)C(=O)c2cc(NC(=O)Cc3ccccc3)ccc2O1
  1.9	4.9	-32.8	-1.4	-9.2	.	2.1	-1.5
- Cc1ccc(NC(=O)C2CCCN(S(=O)(=O)c3cccnc3)C2)c(C)c1 (centres undefined)
  5.2	0.0	-8.8	2.5	-2.0	0.5	1.1	0.5
- Cc1cc(C)cc(-n2c(C)cc(/C=N/NC(=O)c3cccc([N+](=O)[O-])c3C)c2C)c1
  -2.4	-11.6	-17.6	4.0	1.6	.	4.2	-2.6
- Cc1cc(C)c(NC(=O)CN2CCN(S(=O)(=O)c3ccc4c(c3)OCCO4)CC2)c(C)c1
  5.7	-1.0	-10.7	6.1	.	0.7	-1.2	1.2
- C[C@H](CO)N1C[C@H](C)[C@@H](CN(C)C(=O)Nc2cccc3ccccc23)Oc2c(NC(=O)C3CC3)cccc2C1=O
  3.1	8.0	3.2	-8.9	9.4	0.5	3.3	0.7
- CO[C@H]1CN(C)C(=O)c2ccc(NC(=O)Nc3cccc(Cl)c3)cc2OC[C@H](C)NC[C@H]1C
  10.8	3.9	32.8	3.1	-0.4	-0.2	7.8	-3.7
- COc1cccc(/C=N/NC(=O)C(C)n2nc(C)c([N+](=O)[O-])c2C)c1O (centres undefined)
  .	.	-10.4	-0.5	87.5*	0.1	.	-11.0
- CO[C@H]1CN(C)C(=O)c2ccc(NS(=O)(=O)c3cccc(Cl)c3)cc2OC[C@@H](C)NC[C@@H]1C
  5.1	11.3	-4.4	0.1	-6.0	-0.3	-1.5	-1.3
- CO[C@H]1CN(C)C(=O)c2cc(NC(C)=O)ccc2OC[C@H](C)N(Cc2ccc(F)cc2)C[C@H]1C
  0.8	2.6	-15.1	11.8	3.2	-0.1	-1.3	-1.0
- CC(C)CCn1c(SCC(=O)NC2CC2)nc2cc(Cl)ccc2c1=O
  -1.8	2.8	-3.1	-3.0	-5.1	-1.2	-3.4	-3.9
- CCOCCCNCC(=O)NC1(C)C2CCC(C2)C1(C)C (centres undefined)
  -0.2	-6.0	.	.	0.8	.	-3.1	.
- Cc1ccc(NC(=O)CN2C(=O)NC3(CCCCC3C)C2=O)cc1S(=O)(=O)N1CCOCC1 (centres undefined)
  2.3	3.6	-14.7	7.4	.	0.4	0.3	3.1
- C[C@@H]1CN([C@@H](C)CO)S(=O)(=O)c2ccc(C#Cc3ccc(F)cc3)cc2O[C@@H]1CN(C)C(=O)NC1CCCCC1
  1.5	-3.5	-11.1	5.9	7.0	0.4	-2.1	-0.5
- Cc1ccc(/C=C/C(=O)Nc2ccc([N+](=O)[O-])cc2)o1
  1.2	2.6	-4.7	1.6	3.5	.	63.8*	3.7
- O=C(CSCc1ccc(Br)cc1)Nc1ccc(S(=O)(=O)N2CCOCC2)cc1
  0.2	-1.2	.	.	1.9	.	-1.8	.
- C[C@H](CO)N1C[C@H](C)[C@@H](CN(C)C(=O)C2CCCCC2)OCCCC[C@H](C)Oc2ccc(NC(=O)c3ccncc3)cc2C1=O
  -4.4	-0.3	-104.4	-0.6	-5.7	0.5	14.9	2.4
- COc1ccc(CCNC(=O)[C@@H]2c3ccccc3C(=O)N(CC34CC5CC(CC(C5)C3)C4)[C@H]2c2ccc(CO)cc2)cc1
  -0.6	1.8	-12.3	-0.8	21.3	.	.	-1.2
- CCOC(=O)[C@]12CCC=C1N(Cc1ccc(Cl)cc1Cl)C(=O)[C@H](CC(=O)N1CCOCC1)C2
  .	.	-11.1	-3.1	.	1.8	.	1.2
- CCOc1ccc(Cc2onc3c2C(=O)CC(C)(C)C3)cc1OCC
  .	.	-9.6	-2.1	-3.0	-1.7	.	0.8
- C[C@H](CO)N1C[C@H](C)[C@@H](CN(C)Cc2ccc(C(F)(F)F)cc2)Oc2c(NS(C)(=O)=O)cccc2C1=O
  2.1	6.3	8.7	2.2	-2.6	197.7*	-4.6	.
- CCCc1ccc(S(=O)(=O)N/N=C\c2ccc3c(c2)OCO3)cc1
  -1.4	-5.1	-5.8	-0.2	.	-0.3	-0.6	-3.3
- CCOC(=O)c1c(C)[nH]c(C2=NNC(=Nc3ccccc3OC)SC2)c1C
  .	.	-15.8	2.1	-23.4	-1.3	32.8	-3.3
- COc1ccc(NC(=O)NCc2ccc3c(c2)OCO3)cc1OC
  -1.0	1.4	-10.4	1.5	-3.0	-0.3	0.1	-1.4
- COc1ccc(-c2cc(C(=O)NCCCn3ccnc3)no2)cc1
  .	.	3.2	2.7	-18.5	4.5	7.5	-3.6
- Cn1c(NC(=O)Cc2ccc(F)cc2)cc(=O)n(C)c1=O
  .	-0.8	7.9	-2.1	-8.7	-0.3	0.6	-3.1
- C[C@@H]1CCCCO[C@H](CN(C)C)[C@H](C)CN([C@H](C)CO)C(=O)c2cc(NC(=O)Nc3cccc4ccccc34)ccc2O1
  3.2	3.9	38.6	3.3	16.7	0.0	-4.5	-6.3
- O=C(O)CC1NCCc2ccccc21 (centres undefined)
  .	.	0.9	-6.5	-2.7	3.9	.	-5.0
- CC(=O)NC(CC(=O)OCC(=O)c1ccc(NC(=O)CC(C)C)cc1)c1ccccc1 (centres undefined)
  5.3	2.8	-25.7	7.8	-11.3	.	4.7	14.7
- CCS(=O)(=O)Nc1cc(C(=O)O)ccc1C
  .	.	-10.6	0.8	3.6	.	-8.4	5.6
- C[C@H]1CN([C@@H](C)CO)C(=O)c2cc(-c3ccc(C#N)cc3)cnc2O[C@H]1CN(C)Cc1ccncc1
  -3.6	6.6	-3.1	-1.5	-11.1	-0.1	-3.3	2.4
- CCNC(=O)Nc1ccc2c(c1)C(=O)N(C)[C@@H]1CC[C@H](CC(=O)NCc3ccccc3F)O[C@H]1CO2
  2.7	2.1	-5.8	3.0	-13.2	0.0	-1.7	-1.7
- CCN(CC(=O)NCc1ccc(Cl)cc1)C(=O)c1cc(S(=O)(=O)NCc2ccccc2)ccc1C
  -1.1	2.5	-6.4	-1.3	1.6	-0.2	.	-3.2
- Cc1noc(C)c1NC(=O)N(C)C[C@H]1Oc2ccc(NC(=O)C3CC3)cc2C(=O)N([C@@H](C)CO)C[C@H]1C
  1.2	-0.5	5.4	1.7	-6.3	-0.1	0.0	0.1
- CCC(Oc1ccccc1)C(=O)N1CCN(S(=O)(=O)c2ccccc2)CC1 (centres undefined)
  0.8	0.7	-2.6	-3.1	-1.1	2.3	4.8	-1.4
- CCCC(C(=O)NCCC(C)C)N(Cc1ccccc1Cl)C(=O)c1snc(C(N)=O)c1N (centres undefined)
  0.2	0.5	-3.9	-0.3	-9.0	.	-1.2	-0.6

Arranged by formula weight (smallest number first): some entries from above
Value order: PglD inh	RAD54 branch	RAD52 inh	ERp5 inh	ARNT-TACC3 inh	E-selectin induc	esBAF inh	CASP6 VEID inh
- CCS(=O)(=O)Nc1cc(C(=O)O)ccc1C
  .	.	-10.6	0.8	3.6	.	-8.4	5.6
- COc1cccc(/C=N/NC(=O)C(C)n2nc(C)c([N+](=O)[O-])c2C)c1O (centres undefined)
  .	.	-10.4	-0.5	87.5*	0.1	.	-11.0
- CO[C@H]1CN(C)C(=O)c2ccc(NC(=O)Nc3cccc(Cl)c3)cc2OC[C@H](C)NC[C@H]1C
  10.8	3.9	32.8	3.1	-0.4	-0.2	7.8	-3.7
- O=C(CSCc1ccc(Br)cc1)Nc1ccc(S(=O)(=O)N2CCOCC2)cc1
  0.2	-1.2	.	.	1.9	.	-1.8	.
- CCOC(=O)[C@]12CCC=C1N(Cc1ccc(Cl)cc1Cl)C(=O)[C@H](CC(=O)N1CCOCC1)C2
  .	.	-11.1	-3.1	.	1.8	.	1.2
- Cc1ccc(S(=O)(=O)Nc2cccc3c2O[C@@H](CN(C)Cc2ccc(C(=O)O)cc2)[C@@H](C)CN([C@@H](C)CO)C3=O)cc1
  -2.5	9.3	-15.4	-1.9	-5.4	0.0	-0.3	1.5
